Bioassay records deposited in PubChem by National Center for Advancing Translational Sciences (NCATS).
NPSR antagonist: neuropeptide S receptor (human) antagonism, cAMP. Q6W5P4. CHO-NPSR cells, cAMP TR-FRET, antagonist mode. Potency, µM (series often up to 38.3 µM), without a hit: at the highest dose activity change, negative = inhibition, hits mostly inhibitors. 220,000 tested, 1% active. AID 1461; also: potency is read from the fitted curve at half-maximal effect; % is scaled to controls: 0 for no effect and ±100 for the full control effect; nearly all actives have a fitted effect of over 50% in size; many of its hits are not listed in these tables
CBFb RUNX1 block: inhibitors of human CBF-beta and RUNX1 interaction; AlphaScreen CBFb-His/RUNX1-biotin binding, biochemical; AID 1477; 230,000 tested, under 10 active; Q01196+Q13951; Potency, µM (series often up to 59.8 µM), inactives show top-dose activity, negative = inhibition, hits mostly inhibitors; also: % of control where 0% means no effect
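CBFb-His/RUNX1-biotin, 30 nM each, preincubated 20 min RT; compound 15 min RT; Ni + streptavidin beads 50 ng each, 90 min RT; AlphaScreen read.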
HTT aggregate: mutant huntingtin aggregation inhibition; PC12 HttQ103-GFP aggregates, Acumen cytometry, 40 h; Potency, µM (titrated, usually from 46.1 µM), inactives show at the highest dose activity change, negative = inhibition, most hits filed as inhibitors; 220,000 tested, 1.1% active; AID 1688; also: potency is read from the fitted curve at half-maximal effect; % is scaled to controls: 0 for no effect and ±100 for the full control effect; nearly all actives have a fitted effect of over 60% in size
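Aggregate formation scored by laser-scanning cytometer (488 excitation, 500–530 emission) in lysed PC12 cells expressing Q103-GFP after 100 nM tebufenozide induction; library tested in dose series, with ATPLite reagent added in the multiplex.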
Epigenetic reg: epigenetic control regulation, reporter derepression; murine LDR cells, GFP reporter derepression, 30 h; Potency, µM (doses to about 53.9 µM), without a hit: at the highest dose GFP activation, hits mostly activators; 280,000 tested, 0.2% active; AID 1865; also: potency is read from the fitted curve at half-maximal effect; % of control where 0% means no effect; nearly all actives have a fitted effect of over 60% in size
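Readout is the number of GFP-expressing murine LDR cells, counted by cytometry following washing. Cells were treated with compound for 30 h at 37 C; the stably integrated CMV-GFP locus is normally silent.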
L3MBTL1 inh: L3MBTL1 (human) inhibition. Potency, µM (titrated, usually from 57.1 µM), without a hit: at the top dose activity, negative = inhibition, most hits filed as inhibitors. AlphaScreen L3MBTL1–H3K9me1 peptide binding. AID 485360. 230,000 tested, 0.66% active; also: potency is read from the fitted curve at half-maximal effect; % is scaled to controls: 0 for no effect and ±100 for the full control effect; nearly all actives have a fitted effect of over 60% in size
Target sequence (Q9Y468 whole entry, looked up): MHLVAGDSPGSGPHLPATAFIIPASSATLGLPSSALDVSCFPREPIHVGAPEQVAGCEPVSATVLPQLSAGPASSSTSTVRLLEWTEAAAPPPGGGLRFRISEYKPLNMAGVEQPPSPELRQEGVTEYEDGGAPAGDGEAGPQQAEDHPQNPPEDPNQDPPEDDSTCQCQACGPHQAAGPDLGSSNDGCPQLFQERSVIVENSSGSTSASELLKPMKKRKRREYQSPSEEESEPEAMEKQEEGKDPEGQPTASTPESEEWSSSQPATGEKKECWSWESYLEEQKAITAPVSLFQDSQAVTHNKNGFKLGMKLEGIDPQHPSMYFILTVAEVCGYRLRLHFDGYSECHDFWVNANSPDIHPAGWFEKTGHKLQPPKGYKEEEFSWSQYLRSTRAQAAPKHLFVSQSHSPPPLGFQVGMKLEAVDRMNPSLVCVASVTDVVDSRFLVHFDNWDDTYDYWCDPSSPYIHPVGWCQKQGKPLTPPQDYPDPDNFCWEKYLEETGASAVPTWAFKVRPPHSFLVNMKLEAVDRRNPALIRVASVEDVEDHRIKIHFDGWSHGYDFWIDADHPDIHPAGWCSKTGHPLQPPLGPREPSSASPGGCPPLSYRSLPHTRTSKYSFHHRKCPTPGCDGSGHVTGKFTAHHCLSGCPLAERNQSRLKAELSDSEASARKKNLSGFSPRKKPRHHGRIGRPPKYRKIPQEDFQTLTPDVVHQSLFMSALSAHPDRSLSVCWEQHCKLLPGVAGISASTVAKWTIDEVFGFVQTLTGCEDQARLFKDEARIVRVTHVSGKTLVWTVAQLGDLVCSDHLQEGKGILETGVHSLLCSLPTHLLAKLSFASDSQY
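Read-out is AlphaScreen signal from streptavidin donor and nickel chelate acceptor beads (10 ug/mL final each) bridging L3MBTL1 (50 nM) and biotinylated K9-monomethylated H3(1-15) peptide (75 nM), after 30 min compound exposure at room temperature.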
KinaseGlo FLuc: blocks Kinase-Glo luciferase, a counter-screen artifact. Q27757. Kinase-Glo luciferase, ATP luminescence, 8 min. Potency, µM (series often up to 38.3 µM), without a hit: top-dose activity change, negative = inhibition, actives largely listed as inhibitors. 200,000 tested, 0.28% active; also: potency is read from the fitted curve at half-maximal effect; % is scaled to controls: 0 for no effect and ±100 for the full control effect; nearly all actives have a fitted effect of over 60% in size
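Kinase-Glo luciferase light output from ATP and luciferin was measured with 10 uM ATP, within the enzyme's linear range. Buffer: 50 mM imidazole pH 7.2, 50 mM KCl, 7 mM MgCl2, 0.01% Tween 20, 0.05% BSA; luminescence read after 8 min at ambient temperature.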
IMPase Li cell: IMPase inhibition in cells with lithium potentiation; CHO-M1 cells, IP1 TR-FRET (IP-One), carbachol + lithium; Potency, µM (doses to about 59.4 µM), for the others: top-dose activity, negative = IMPase inhibition, hits mostly inhibitors; 210,000 tested, 0.35% active; AID 1457;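 also: IP1 builds up when IMPase is blocked and the TR-FRET signal falls; potency is read from the fitted curve at half-maximal effect; plate controls were basal vehicle for no effect and high inhibitor control for full effect; nearly all actives have a fitted effect of over 50% in size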
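Test compounds were applied to CHO-M1 cells previously cultured for 16–30 h at 2000 per well. A small lithium amount accompanied them; after 30 min at 37C, IP1 was quantified by TR-FRET.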
* marks the source's active call; other numbers are inactive results; u = inconclusive; x = not tested or not shown; & = joins results of further samples; [ ] = another dose, or the depositor's remark. Calls follow the shape of the dose curve; as a rule, active = well fitted curve in the direction sought with a large enough effect; inconclusive = small, poorly fitted or top-dose-only effect, or another doubt; inactive = no such curve, though single readings can be large; an effect the other way counts as inactive or inconclusive. Some of the compounds tested. The share of hits here may be higher or lower than overall.

SMILES	NPSR antagonist	CBFb RUNX1 block	HTT aggregate	Epigenetic reg	L3MBTL1 inh	KinaseGlo FLuc	IMPase Li cell
CCOC(=O)C1(CC2CCCCO2)CCN(Cc2nc3ccccc3[nH]2)CC1 (stereo unspecified)	-1.9%	4.3%	-4.7%	-4.3%	1.7%	2.1%	1.7%
Nc1cc(N)cc(C(=O)OCC(=O)Nc2cc(S(=O)(=O)N3CCCCC3)ccc2Cl)c1	-8.8%	-26.1%	24.5%	-4.2%	-12.8%	1.1%	4.1%
CC(OC(=O)Cc1coc2ccc3ccccc3c12)C(=O)Nc1ncc(Cl)cc1Cl (stereo unspecified)	7.6%	-15.3%	-8.0%	-3.0%	-4.2%	0.9%	-1.6%
Cc1ccccc1-c1nnc(SCC(=O)NCc2ccc3c(c2)OCO3)n1C	0.4%[46.1 µM]	0.2%	1.5%	-1.5%	x	-1.1%	34.5%[activator][38.3 µM]
O=C(NCc1ccc(F)cc1)C(Cc1ccccc1)NS(=O)(=O)c1cccs1 (stereo unspecified)	-17.1%[46.1 µM]	-6.3%	-10.4%	-1.0%	x	-2.9%	16.6%[38.3 µM]
CCOc1ccccc1NC(=O)CSc1nnc(CNC(=O)c2ccco2)o1	-21.9%[46.1 µM]	-2.0%	-3.6%	-0.6%	x	-4.3%	30.9%[activator][38.3 µM]
N#Cc1ccc2c(c1)NC(=O)C1CCCN21 (stereo unspecified)	-3.0%	-17.5%	11.7%	-0.9%	x	-1.0%	-0.4%
c1ccc(C2=Nc3cccnc3C(c3ccccc3)=NN2)cc1	5.7%	-7.8%	-18.0%	-0.1%	x	4.4%	8.2%
CC(OC(=O)c1cc(=O)[nH]c2ccccc12)C(=O)c1ccccc1 (stereo unspecified)	19.7%	5.2%	x	2.2%	-3.4%	-3.6%	6.0%
O=c1c2ccccc2nc(-c2ccc([N+](=O)[O-])cc2)n1O	-9.4%	17.8%	u	0.0%	1.6%	-0.5%	19.6%
COc1cccc(-n2nc(C(C)=O)c(C#N)c2-c2ccco2)c1	-6.6%	4.6%	4.6%	12.1%	-3.2%	-8.3%	-25.9%
COc1ccc(NC(=O)CCCC2CCCCC2)cc1S(=O)(=O)N1CCCCC1	-42.3%	5.7%	4.3%	0.9%	1.0%	0.8%	-2.5%
Cc1nn(CCOc2ccccc2)c(=O)n1-c1ccc(Cl)cc1	3.2%	17.7%	9.5%	1.9%	20.8%	-0.1%	-4.1%
Cc1ccc(S/C=C\C(=O)c2ccccc2)cc1	12.6µM*	0.3%	-17.3%	2.9%	x	-22.2%	2.1%[38.3 µM]
O=C(Nc1nnc(CC(=O)N2CCOCC2)s1)C1COc2ccccc2O1 (stereo unspecified)	-8.7%[46.1 µM]	-2.5%	4.6%	-5.0%	3.5%	x	x
O=C(c1ccccc1)c1cccc(NC(=O)C2CC2)c1	-0.6%[46.1 µM]	0.6%	-10.5%	0.7%	x	0.4%	19.3%[38.3 µM]
CC1(C(=O)N2CC3(CC(c4cccc([N+](=O)[O-])c4)=NO3)C[C@H]2C(=O)NCC(N)=O)CC1 (stereo partly specified)	3.0%[46.1 µM]	-0.6%	6.2%	0.3%	6.5%	-1.8%	0.1%[38.3 µM]
COc1ccc(-c2nc3c(-c4ccc(Cl)cc4)cnn3cc2C)cc1F	-14.7%	10.1%	22.0%	12.2%	7.2%	-0.8%	14.4%
O=C(CCSCc1ccccc1Cl)NC1CCCCC1	-16.1%	2.4%	-2.2%	-0.8%	x	-0.7%	0.1%
CCOC(=O)N1CCN(C(=O)c2ccc3c(=O)n(-c4ccccc4F)c(=S)[nH]c3c2)CC1	-29.8%	u	-21.5%	-2.2%	6.6%	8.1%	9.2%
COc1ccccc1-c1nnc(SCC(=O)O)n1-c1ccccc1	0.8%	0.1%	x	0.0%	0.4%	-3.4%	2.5%
COC(=O)CCc1c(C)c(C#N)c2nc3ccccc3n2c1N1CCCC1	-12.8%[46.1 µM]	17.4%	1.1%	-15.9%	8.7%	0.5%	18.7%[38.3 µM]
CC1(C(=O)OCc2cc(=O)n3cc(Br)ccc3n2)CC1(Cl)Cl (stereo unspecified)	-14.3%	9.7%	12.2%	-0.1%	x	-2.1%	-27.0%
N=c1ccn(Cc2ccccc2Cl)cc1	4.4%[46.1 µM]	-2.5%	u	-0.7%	x	-3.0%	42.6%[activator][38.3 µM]
CC(=O)Nc1ccc(OC(=O)COc2ccc(Br)cc2)cc1	5.4%	u	9.6%	-4.8%	0.7%	-1.2%	-3.0%
O=[N+]([O-])c1ccc(CN2CCN(c3ccc4ccccc4n3)CC2)cc1	-3.2%	4.0%	-5.6%	2.4%	x	-0.2%	-4.9%
CC(C)Cc1[nH]c(=O)c(C#N)c2c1CCCC2	-3.4%[46.1 µM]	4.5%	-7.4%	-2.1%	-17.2%[11.4 µM]	0.9%	-4.2%[38.3 µM]
Cc1ccc(S(=O)(=O)N/N=C/c2cnn(C)c2C)cc1	-1.8%[46.1 µM]	3.1%	-3.0%	0.4%	6.1%	2.1%	7.7%[38.3 µM]
CCC(C)n1c(=N)c(C#N)cc2c(=O)n3cccc(C)c3nc21 (stereo unspecified)	-14.7%	-3.0%	-19.9%[9.22 µM]	2.2%	-8.5%	-1.6%	-0.4%
CNC(=O)COC(=O)c1nc(-n2nc(C)cc2C)ccc1Cl	6.3%[46.1 µM]	6.2%	18.1%	-0.9%	0.4%	-2.6%	-3.6%[38.3 µM]
Cc1cccc(OCCCOc2cccc3cccnc23)c1C	-27.1%[46.1 µM]	-15.0%	-15.2%	2.1%	4.3%	0.3%	-11.9%[38.3 µM]
Cc1sc2nc(CSc3ccc([N+](=O)[O-])c(C(F)(F)F)c3)[nH]c(=O)c2c1C	-25.4%	-19.3%	-8.0%	-1.3%	-9.8%	-3.5%	-9.3%
O=C(CNC(=O)c1ccc2c(c1)OCO2)N/N=C/c1cccc([N+](=O)[O-])c1	14.0%	4.9%	3.9%[9.22 µM]	-3.8%	-6.7%	-1.4%	8.5%
O=C(Nc1ccc2oc(-c3cccc(F)c3)nc2c1)c1ccccc1F	u	-0.2%	-0.5%	6.3%	x	-0.5%	u
O=C1c2ccccc2C(=O)N1OCCOCCOCCON1C(=O)c2ccccc2C1=O	-8.8%[46.1 µM]	-3.3%	2.3%	-1.0%	x	0.2%	23.7%[38.3 µM]
CCCn1nc2cc(C(=O)NCCc3cccs3)ccc2c1OCC	-7.3%[46.1 µM]	10.5%	8.8%	-5.7%	1.6%	3.5%	34.9%[activator][38.3 µM]
N/C(Cc1ccc(Cl)cc1Cl)=N\OC(=O)Cc1cccs1	-0.1%	-2.2%	15.1%	0.0%	73.4%[activator]	-3.2%	-6.5%
COCCn1c(SCC(=O)NNC(=O)c2ccc(OC)c(OC)c2)nc2ccccc2c1=O	11.9%	-6.1%	-13.5%	0.9%	-2.0%	4.7%	17.7%
Clc1nc(NCc2ccco2)nc(N2CCCCC2)n1	16.1%	4.1%	4.0%	1.1%	11.9%	-2.4%	-3.9%
O=[N+]([O-])c1cccc2c(Br)[nH]nc12	-8.2%[46.1 µM]	23.1%	x	7.3%&0.0%&0.0%&-1.6%	x	-1.1%&-3.1%&-3.9%	-6.1%&-13.7%&-6.3%&-3.1%

Some entries already given, reduced to IMPase Li cell:
SMILES | IMPase Li cell
CCC(C)n1c(=N)c(C#N)cc2c(=O)n3cccc(C)c3nc21 (stereo unspecified) | -0.4%
COCCn1c(SCC(=O)NNC(=O)c2ccc(OC)c(OC)c2)nc2ccccc2c1=O | 17.7%
Cc1ccc(S(=O)(=O)N/N=C/c2cnn(C)c2C)cc1 | 7.7%[38.3 µM]
CC(C)Cc1[nH]c(=O)c(C#N)c2c1CCCC2 | -4.2%[38.3 µM]

Next results follow.
SMILES	NPSR antagonist	CBFb RUNX1 block	HTT aggregate	Epigenetic reg	L3MBTL1 inh	KinaseGlo FLuc	IMPase Li cell
S=c1nc(C23CC4CC(CC(C4)C2)C3)nc2sccn12	5.8%	-0.6%	11.0%	1.3%	10.7%	-1.2%	5.7%
O=c1c2ccccc2c(-c2ccccc2)nn1Cc1c(Cl)cccc1Cl	u	3.2%	0.1%	-0.9%	u	1.9%	4.4%
COc1ccccc1NC(=O)c1coc(=O)c(Br)c1	-7.7%	12.5%	-16.7%[9.22 µM]	u	x	x	x
Cc1cccc(C)c1NC1=NC(=S)N(c2ccc(C(=O)O)cc2)C12CCCCC2	-29.2%	-4.7%	6.2%	0.8%	-2.6%	-1.9%	7.5%
Cn1c(=O)cc(OCC(=O)N2CCC(N3CCCCC3)CC2)c2ccccc21	2.1%[46.1 µM]	2.4%	24.3%	0.4%	x	-2.1%	4.1%[38.3 µM]
CCOC(=O)Nc1ccc(S(=O)(=O)Nc2nc(C)cc(C)n2)cc1	3.5%[46.1 µM]	3.2%	-9.1%	-1.0%	x	20.2%	24.9%[38.3 µM]
CN(C)C1NC(=O)c2cc(-c3ccccc3)sc2N1 (stereo unspecified)	-21.0%[46.1 µM]	-0.4%	6.1%	-0.9%	-16.0%	-0.5%	-12.8%[38.3 µM]
N=c1scc(-c2ccccc2)n1/N=C/c1ccco1	-0.3%	-18.7%	2.9%	-0.1%	-7.2%	-8.3%	-2.7%
CS(=O)(=O)n1nc(OC(=O)c2cccc3ccccc23)cc1N	5.4%[46.1 µM]	0.8%	3.6%	0.0%	2.3%	-1.4%	-13.7%[38.3 µM]

4 records picked at random from those above, as already listed:
SMILES	NPSR antagonist	CBFb RUNX1 block	HTT aggregate	Epigenetic reg	L3MBTL1 inh	KinaseGlo FLuc	IMPase Li cell
CCCn1nc2cc(C(=O)NCCc3cccs3)ccc2c1OCC	-7.3%[46.1 µM]	10.5%	8.8%	-5.7%	1.6%	3.5%	34.9%[activator][38.3 µM]
CC(OC(=O)Cc1coc2ccc3ccccc3c12)C(=O)Nc1ncc(Cl)cc1Cl (stereo unspecified)	7.6%	-15.3%	-8.0%	-3.0%	-4.2%	0.9%	-1.6%
O=C(Nc1nnc(CC(=O)N2CCOCC2)s1)C1COc2ccccc2O1 (stereo unspecified)	-8.7%[46.1 µM]	-2.5%	4.6%	-5.0%	3.5%	x	x
COc1ccccc1NC(=O)c1coc(=O)c(Br)c1	-7.7%	12.5%	-16.7%[9.22 µM]	u	x	x	x
